Arrestin-AP2 inh = inhibitors of human beta-arrestin and AP2 interaction; FITC-arrestin peptide / GST-AP2 beads, flow cytometry; AP2 beta2 appendage carries R879A mutation; inhibition, % at 10 µM; actives 0.31% (n = 340,000); AID 504490;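 active = inhibition above a set limit, near 3 SD of compounds lacking own fluorescence, cut at about 54% in these data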;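 also: plate controls were DMSO wells for no effect and 5 µM unlabelled arrestin peptide for full effect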
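System: GST-AP2 R879A bound to glutathione beads, E. coli-expressed. Also added: 50 nM FITC-arrestin peptide. Schedule: compound with beads 12 min RT, then probe 1 h RT. Signal: bead flow cytometry, FITC channel. Read-out basis: percent response.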
SUMO Mot1 rescue = inhibitors of SUMOylation pathway: yeast Mot1-301 growth rescue; actives 1% (n = 320,000); growth rescue, % at 18.8 µM; S. cerevisiae Mot1-301 growth rescue, ATP luminescence, 38.5C; percent above DMSO median, 100 means doubled;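 active = every valid replicate shows activation above 250% relative to neutral control wells; inactive = the rest, any valid replicate at or below 250%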;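 also: OY570 slx delta 5 strain wells were the positive control but not used for scaling; some compounds called inactive have numbers as strong as hits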
SR-BI DiI-HDL act = enhances SR-BI lipid uptake from DiI-HDL; actives 0.096% (n = 320,000); activation, % at 12.5 µM; CHO ldlA[mSR-BI] cells, DiI-HDL uptake fluorescence, 3 h; 100 = double the neutral-control signal;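 active = mean replicate activation of at least 60% and every replicate at or above 60%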;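 also: 0% = median plate neutral-control signal and 100% = twice that signal; values of inactives mirror those of a sister screen read the other way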
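Material: SR-BI-overexpressing, LDLR-lacking CHO cells | Dosing: Single compound concentration, delivered by pin transfer | Probe or stimulus: Labelled HDL, 10 µg/mL | Signal: Bottom-read cell fluorescence after medium removal, ex 550/em 595 nm | Schedule: 3 h, 37 °C | Evaluation: HDL uptake via cellular fluorescence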
SR-BI DiI inh = inhibitors of mouse SR-BI mediated HDL lipid uptake. ldlA[mSR-BI] CHO cells, DiI-HDL uptake fluorescence, 3 h. actives 0.96% (n = 320,000). inhibition, % at 12.5 µM;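 active = mean replicate inhibition of at least 70% and a set share of replicates each scoring 70 or more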;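 also: 0% = median of neutral control wells and 100% = median of positive control wells; values of inactives mirror those of a sister screen read the other way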
CDK5 inh = blocks human CDK5/p35 kinase activity. Recombinant CDK5/p35, ADP-Glo luminescence, 60 min. inhibition, % at 10 µM. actives 0.01% (n = 330,000). AID 488839;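 active = highest replicate inhibition of at least 50% and at least 75% of replicates reaching 50%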;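 also: plate controls were DMSO neutral control for no effect and GW8510 at 10 µM for full effect; many of its hits are not listed in these tables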
Target sequence (Q00535 whole entry, looked up): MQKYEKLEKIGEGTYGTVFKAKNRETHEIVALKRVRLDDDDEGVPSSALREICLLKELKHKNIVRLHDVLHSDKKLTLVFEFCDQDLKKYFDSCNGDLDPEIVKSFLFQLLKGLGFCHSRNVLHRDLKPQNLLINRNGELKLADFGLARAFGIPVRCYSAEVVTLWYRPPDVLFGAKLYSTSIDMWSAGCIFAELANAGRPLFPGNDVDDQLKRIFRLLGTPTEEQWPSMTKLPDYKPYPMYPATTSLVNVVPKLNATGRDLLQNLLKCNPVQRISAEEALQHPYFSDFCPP
Target sequence (Q15078 whole entry, looked up): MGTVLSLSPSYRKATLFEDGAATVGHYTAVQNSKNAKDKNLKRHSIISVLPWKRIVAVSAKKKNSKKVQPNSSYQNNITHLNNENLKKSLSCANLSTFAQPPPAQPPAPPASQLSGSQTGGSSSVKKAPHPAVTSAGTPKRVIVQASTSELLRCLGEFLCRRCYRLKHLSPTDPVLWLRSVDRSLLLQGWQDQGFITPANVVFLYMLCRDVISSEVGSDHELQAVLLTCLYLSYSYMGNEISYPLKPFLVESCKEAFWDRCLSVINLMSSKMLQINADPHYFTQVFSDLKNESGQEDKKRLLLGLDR
dFosB activator = mouse delta FosB homodimer activation; P13346; purified delta FosB, TAMRA-CDK5 oligo fluorescence polarization; percent of positive-control signal above neutral wells; activation, % at 25 µM; actives 0.99% (n = 340,000); AID 493131;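 active = mean activation above about 17%, with every replicate also reaching it, limit read from the data, passing the limit was not always enough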;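 also: fluorescence polarization rise as delta FosB binds a TAMRA Cdk5 AP-1 oligo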
PKA-R2B act = PKA-R2B complex activation. PKA-R2B holoenzyme dissociation, Cy5-IP20 fluorescence polarization; R2B truncated from residue 108, S112A mutant; 0% DMSO only, 100% 113 µM cGMP. activation, % at 11.4 µM. AID 504700. actives 0.079% (n = 340,000). P22694+P31323;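 active = activation above a cutoff set at the mean over all compounds plus 3 SD, cut at about 18% in these data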;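 also: higher means more holoenzyme dissociation and a rise in polarization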
Target sequence (P31323 whole entry, looked up, other chains not shown, the tested form may be a part): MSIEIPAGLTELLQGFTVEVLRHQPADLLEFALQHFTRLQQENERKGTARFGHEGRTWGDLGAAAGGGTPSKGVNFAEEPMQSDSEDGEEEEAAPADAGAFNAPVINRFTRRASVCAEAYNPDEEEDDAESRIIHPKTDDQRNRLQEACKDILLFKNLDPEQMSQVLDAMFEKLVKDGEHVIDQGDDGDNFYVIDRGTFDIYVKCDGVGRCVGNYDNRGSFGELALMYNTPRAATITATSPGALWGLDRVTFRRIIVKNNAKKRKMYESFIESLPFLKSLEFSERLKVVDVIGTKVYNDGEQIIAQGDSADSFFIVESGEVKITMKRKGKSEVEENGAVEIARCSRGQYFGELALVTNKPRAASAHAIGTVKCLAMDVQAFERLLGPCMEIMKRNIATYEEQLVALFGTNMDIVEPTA
MITF TRPM1 HTS = activators of MITF-driven TRPM1 promoter activity in SK-MEL-5 cells. activation, % at 12.5 µM. actives 0.75% (n = 300,000). SK-MEL-5 TRPM1-promoter luciferase, 24 h; % of positive control, neutral wells = 0;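 active = mean activation of at least 80% with every replicate also reaching 80%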;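 also: 0% = neutral control wells and 100% = parthenolide positive control wells; values of inactives mirror those of a sister screen read the other way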
DSG3 Ab inh = blocks pemphigus antibody binding to human desmoglein-3; DSG3-coupled beads, scFv-anti-DSG3-GFP binding, flow cytometry; active compounds read low; binding (percent of control), % at 10 µM; actives 0.48% (n = 310,000); AID 588358;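 active = binding more than 3 SD below its plate's average and above zero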;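 also: hits lower antibody fragment binding to DSG3; some compounds called inactive have numbers as strong as hits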
NSD2 HMT inh = NSD2 (human) methyltransferase inhibition; inhibition, % at 12.5 µM; NSD2 peptide methylation, AlphaScreen, 120 min; O96028; actives 0.54% (n = 310,000); in the data active = inhibition above about 50%
PKA-R1A activ = activates the PKA-R1A holoenzyme complex. P00514+P68181. PKA-R1A dissociation, Cy5-IP20 fluorescence polarization; scaled: DMSO 0%, 113 µM cGMP 100%. activation, % at 11.4 µM. actives 0.083% (n = 340,000). AID 504707;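 active = percent activation above the mean of all tested compounds plus 3 SD, cut at about 19% in these data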;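 also: higher means more PKAc released from R1A so a rise in polarization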
* hit, by the source's call; x = not tested or not shown. Rows are unselected; any-hit rate near 4.7%.

No. | Structure | Arrestin-AP2 inh | SUMO Mot1 rescue | SR-BI DiI-HDL act | SR-BI DiI inh | CDK5 inh | dFosB activator | PKA-R2B act | MITF TRPM1 HTS | DSG3 Ab inh | NSD2 HMT inh | PKA-R1A activ
1 | CCCCC1(C)NC(=O)N(CC(=O)Nc2cc(S(=O)(=O)N3CCOCC3)ccc2Cl)C1=O (centres undefined) | 5 | 6 | -26 | 26 | -1.3 | -7 | 2 | 3 | 97 | -8 | 2
2 | CCc1ccc(NC(=O)c2cnn(-c3ccccc3)c2C2CCNCC2)cc1 | 6 | -6 | 36 | -36 | 0.3 | -6 | 0 | -11 | 101 | -1 | 9
3 | CC1(C)C(=O)Nc2ccccc2N1C(=O)COC(=O)CSc1ccc(F)cc1 | 4 | 0 | x | -32 | 1.0 | -8 | 1 | 2 | 108 | -2 | -11
4 | O=C(c1ccc(F)cc1)N1CCC(C(=O)N2CCN(Cc3ccc4c(c3)OCO4)CC2)CC1 | 11 | -4 | -17 | 17 | -0.1 | 5 | -3 | -9 | 108 | -2 | -7
5 | O=C(Nc1ccc(C(=O)N2CCC(N3CCCC3)CC2)cc1)c1ccc(Br)o1 | -3 | 9 | -27 | 27 | 3.0 | 2 | 0 | 21 | 108 | x | 1
6 | CCOc1ccccc1Nc1ccc(C(=O)O)cc1N | -12 | -25 | 10 | -10 | 0.9 | 1 | -16 | -8 | 95 | 6 | 6
7 | CCOC(=O)c1cc2sc(C)cc2n1CC(=O)NCCc1ccccc1 | 9 | 108 | 0 | 0 | -0.4 | 7 | 15 | -9 | 109 | x | 7
8 | Cc1ccc(C)c(OCC(=O)O/N=C(\N)c2ccccn2)c1 | -5 | 42 | -28 | 28 | 0.6 | -5 | -5 | 96* | 95 | -4 | 2
9 | Cc1ccccc1CSc1nccn1-c1ccccc1 | 23 | 19 | 22 | -22 | 0.3 | -7 | -7 | x | 102 | 1 | -3
10 | O=[N+]([O-])c1ccccc1S(=O)(=O)Nc1cccc(S(=O)(=O)N2CCCC2)c1 | -9 | 2 | 5 | -5 | 0.0 | -5 | 8 | 4 | 124 | -1 | -5
11 | CCS(=O)(=O)N1CCCC(C(=O)NCCCOC(C)C)C1 (centres undefined) | 11 | 3 | 12 | -12 | -0.3 | -3 | 7 | 18 | 104 | -2 | -2
12 | CCn1ccc(C(=O)Nc2sc3c(c2C(=O)OC)CCC3)n1 | -1 | 0 | x | -2 | -2.8 | -11 | -1 | 12 | 107 | 28 | 0
13 | COc1cc(CN2CCC(C(=O)N3CCN(c4ccccc4F)CC3)CC2)cc(OC)c1OC | 8 | 32 | 9 | -9 | 4.8 | -4 | -6 | x | 101 | -2 | -9
14 | O=C(NC1CC2CCCC(C1)N2C(=O)Nc1ccccc1)c1ccncc1 (centres undefined) | 12 | 467 | 1 | -1 | 2.3 | 0 | -4 | 3 | x | -4 | -4
15 | COc1cc(-c2nn3c(COc4ccccc4)nnc3s2)cc(OC)c1OC | -2 | -7 | 2 | -2 | 0.6 | -9 | -4 | 1 | 99 | 0 | 2
16 | Cc1cccc(NC(=O)CCNS(=O)(=O)c2cccc3nonc23)c1 | 11 | -4 | -2 | 2 | -2.6 | -1 | -7 | -6 | 90 | -3 | -3
17 | CCCCNC(=O)c1cc(S(=O)(=O)N2CCCCC2)oc1C | 9 | 3 | -27 | 27 | -0.8 | -8 | -1 | 7 | 100 | x | -9
18 | O=C(Nc1ccc(Cl)cc1F)C1CCCN(C2=NS(=O)(=O)c3ccccc32)C1 (centres undefined) | 21 | x | 18 | -18 | 0.0 | -7 | 5 | 6 | 106 | -2 | 1
19 | Cc1noc(C)c1COc1ccccc1C(=O)Nc1ccc(C(N)=O)cc1 | 0 | -14 | -2 | 2 | -1.1 | -5 | -3 | 0 | 94 | -2 | -5
20 | CC(C(=O)NCc1ccco1)n1cc(C(=O)c2ccco2)c2ccccc21 (centres undefined) | 2 | 11 | -54 | 54 | 0.3 | -11 | 3 | 1 | 107 | 2 | -6
21 | CC(=O)c1cccc(NC(=O)c2ccccc2OCc2ccc(F)cc2)c1 | 0 | 26 | x | x | -0.7 | 5 | -1 | -5 | x | -4 | -3
22 | COc1ccc(NC(=S)NC(C)c2ccncc2)cc1OC (centres undefined) | -2 | 6 | -2 | 2 | -1.1 | -4 | -8 | 5 | 99 | -2 | -12
23 | CC(C(=O)NCc1ccc(F)cc1)c1ccc([N+](=O)[O-])cc1 (centres undefined) | -3 | 309 | 6 | -6 | 1.2 | -6 | 4 | -10 | 103 | -5 | 0
24 | CC(=O)NC12CC3CC(C1)CC(C(=O)Nc1cccc(S(=O)(=O)N4CCCCCC4)c1)(C3)C2 | -12 | x | -28 | 28 | 0.0 | -1 | -5 | -6 | 105 | 3 | -3
25 | CC(=O)OCc1c(-c2ccccc2)c2cc([N+](=O)[O-])ccc2n1C | 5 | 300 | -48 | 48 | -0.1 | -1 | 6 | -5 | 95 | -1 | -11
26 | C/C(N)=C(/C#N)C(=O)CSc1nc2ccccc2c(=O)n1-c1ccccc1C | 2 | 0 | 1 | -1 | -0.9 | -12 | 3 | -4 | 98 | 0 | 5
27 | COc1cccc2c(C)nc(Nc3nc(CSc4nnc(C)s4)cc(=O)[nH]3)nc12 | 33 | -2 | 5 | -5 | 2.8 | -12 | -10 | -12 | x | 3 | 4
28 | COc1ccc(-n2nc(C(=O)NCC(=O)N3CCC(C(N)=O)CC3)c3ccccc3c2=O)cc1OC | -5 | 180 | 2 | -2 | 0.6 | 1 | -1 | 6 | x | -4 | -4
29 | CC(C)(C)n1nnnc1C(c1cccnc1)N1CCN(c2ccccc2F)CC1 (centres undefined) | -8 | 285 | x | x | 0.4 | -3 | 0 | -13 | 103 | -1 | -5
30 | COC(=O)c1cc(OC)c(OC)cc1NC(=O)CN1C(=O)c2ccccc2C1=O | 4 | 124 | -10 | 36 | -1.3 | 2 | 4 | x | x | -2 | -2
31 | O=C(NCCc1ccccc1)C(=O)NCC1CCCN1S(=O)(=O)c1ccccc1 (centres undefined) | 4 | 21 | -3 | 3 | -0.5 | 1 | -8 | -26 | 102 | -2 | -11
32 | Cc1cc(C)nc(NS(=O)(=O)c2ccc(NC(=O)NC3CCCCC3)cc2)n1 | 13 | 4 | 26 | -26 | -2.0 | -3 | -12 | -3 | 94 | 2 | 0
33 | CC1CN(C(=O)CN(C)S(=O)(=O)c2ccc3ccccc3c2)CC(C)O1 (centres undefined) | 18 | 25 | x | x | -0.3 | -8 | -3 | 1 | 101 | 2 | 2
34 | COc1ccc(-c2cc(CNC(=O)CCl)on2)cc1 | -2 | 5 | -4 | 4 | -5.5 | -4 | -10 | -5 | 82 | 0 | -11
35 | CNC(=O)CSc1n[nH]c(-c2cc(Cl)ccc2OC)n1 | -8 | 0 | 2 | -2 | 0.9 | -8 | 9 | 3 | 99 | 1 | 10
36 | Cc1ccc(-c2noc(CSc3nnc(-c4ccncc4)n3-c3ccc(C)cc3)n2)cc1 | 4 | -9 | -35 | 35 | -1.1 | -20 | 3 | -9 | 101 | 2 | 6
37 | COc1cc(Br)cc(/C=N/NC(=O)Cc2ccc(C(F)(F)F)cc2[N+](=O)[O-])c1O | 5 | 5 | 0 | 0 | 0.2 | 12 | -1 | -10 | 95 | 0 | -4
38 | O=c1c2ccccc2c(-c2ccc(Br)cc2)nn1Cc1ccccc1 | 22 | 17 | -25 | 25 | -1.5 | -10 | 5 | -12 | 104 | -3 | 6
39 | CCOCCCNC(=O)CSCc1nc(-c2ccc(SC)cc2)oc1C | 1 | -7 | -47 | 47 | 0.4 | -1 | -2 | 2 | 85 | 0 | 2
40 | O=C(CN1CCN(c2ncccn2)CC1)NCCC1=CCCCC1 | 11 | 7 | 15 | -15 | -3.3 | -1 | -6 | 9 | 100 | 0 | 13
41 | COc1cnc(-c2ccccn2)nc1Oc1ccc(C(C)(C)C)cc1 | 9 | -1 | 10 | -10 | -2.5 | -5 | -4 | 1 | 356 | 2 | -13
42 | COc1ccc(CC(=O)Nc2ccc(-c3nnc(-c4ccccc4)o3)cc2)cc1 | 11 | 7 | -46 | 46 | 1.6 | -11 | -4 | 8 | 104 | -4 | -7
43 | CC(C)c1ccc(C2/C(=C(/O)c3ccccc3)C(=O)C(=O)N2CCCN2CCOCC2)cc1 (centres undefined) | 6 | -11 | 23 | -23 | -0.2 | -7 | -10 | x | 136 | 0 | -10
44 | COc1ccc(CN2CCN(Cc3cccc(F)c3)CC2)cc1OC | 3 | -7 | 5 | -5 | -1.9 | 4 | -2 | -11 | 107 | -3 | -10
45 | Cc1noc(C)c1COC(=O)/C=C/c1ccc(Cl)cc1 | 11 | -2 | -15 | 15 | -4.0 | -3 | -5 | 20 | 103 | -5 | -6
46 | COc1ccc(C(C#N)=Cc2ccc(NC(C)=O)cc2)cc1 | 15 | x | -24 | 24 | -2.9 | -3 | 7 | 44 | 91 | -2 | -3
47 | COc1ccc(OCC(=O)Nc2c(C)ccc3nsnc23)cc1 | 9 | -2 | -10 | 10 | 0.5 | -2 | -6 | -4 | x | -1 | 1
48 | O=C(NCCNS(=O)(=O)c1ccccc1)c1ccc([N+](=O)[O-])cc1 | 8 | -3 | 10 | -10 | 1.7 | 2 | -8 | -8 | 100 | -2 | -9
49 | COc1ccc(CNC(=O)CCCn2c(=S)[nH]c3cc4c(cc3c2=O)OCO4)cc1 | 8 | 15 | 23 | -23 | 1.2 | 7 | 6 | -9 | 98 | -2 | -1
50 | Cc1nc2ccccn2c1-c1csc(NCc2ccco2)n1 | 8 | -21 | 6 | -6 | 1.8 | 0 | 8 | -4 | 100 | 0 | 1
51 | CCC(C)NC(=O)C1CCN(S(=O)(=O)c2cccs2)CC1 (centres undefined) | -15 | 21 | 24 | -24 | -1.1 | 2 | -9 | x | 86 | 0 | -3
52 | Cc1ccc2c(c1)CCCN2C(=O)c1cccs1 | -2 | -7 | -10 | 10 | -3.7 | -4 | 10 | -9 | 102 | 5 | 1
53 | COc1cc(OC)c(OC)cc1CNCCNC(=O)c1nonc1N | 1 | -24 | 0 | 0 | 1.0 | -2 | 0 | 9 | 107 | -2 | -2
